From PubChem
RBX1-CUL1 inh = inhibitors of human ROC1-CUL1 ubiquitin ligase activity; E3 ubiquitin-protein ligase RBX1 (Homo sapiens) + Cullin-1 (Homo sapiens), P62877+Q13616; in vitro K48 di-Ub FRET, acceptor:donor ratio, 45 min; inhibition, % at 10 µM; hit rate 0.6% among 140,000; in the data active = inhibition above about 25%
Target sequence (P62877 whole entry, looked up): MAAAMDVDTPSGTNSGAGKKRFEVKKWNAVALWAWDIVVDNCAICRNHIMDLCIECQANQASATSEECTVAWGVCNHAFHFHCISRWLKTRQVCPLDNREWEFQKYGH
Target sequence (Q13616 whole entry, looked up): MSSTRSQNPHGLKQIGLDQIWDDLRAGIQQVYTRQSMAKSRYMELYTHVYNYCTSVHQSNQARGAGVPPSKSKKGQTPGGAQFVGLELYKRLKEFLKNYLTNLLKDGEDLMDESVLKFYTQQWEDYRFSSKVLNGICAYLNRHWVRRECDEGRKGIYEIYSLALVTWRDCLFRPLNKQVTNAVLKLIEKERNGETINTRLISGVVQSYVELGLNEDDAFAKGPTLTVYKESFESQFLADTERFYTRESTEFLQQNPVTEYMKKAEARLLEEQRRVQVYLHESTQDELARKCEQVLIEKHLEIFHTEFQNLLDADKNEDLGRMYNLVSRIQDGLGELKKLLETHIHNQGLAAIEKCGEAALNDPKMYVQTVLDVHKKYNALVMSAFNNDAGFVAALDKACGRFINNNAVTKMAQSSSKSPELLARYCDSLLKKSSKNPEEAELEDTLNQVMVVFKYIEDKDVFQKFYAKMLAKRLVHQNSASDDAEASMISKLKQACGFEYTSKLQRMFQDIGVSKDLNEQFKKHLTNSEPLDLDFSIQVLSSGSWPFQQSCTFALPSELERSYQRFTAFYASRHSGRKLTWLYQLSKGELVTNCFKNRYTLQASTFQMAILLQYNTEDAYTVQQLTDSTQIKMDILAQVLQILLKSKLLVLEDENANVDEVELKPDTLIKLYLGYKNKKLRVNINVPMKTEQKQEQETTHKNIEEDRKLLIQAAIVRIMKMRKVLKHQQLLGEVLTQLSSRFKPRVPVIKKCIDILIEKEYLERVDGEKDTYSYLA
An asterisk follows results filed as active. These rows are one share of the data. The share of hits here may be higher or lower than overall.

SMILES | RBX1-CUL1 inh
CC1Cc2c(ccc3ccccc23)N(C)C1=O (stereo unspecified) | 5
COc1ccccc1C(=O)Nc1ccccc1O | 9
CCN(CC)c1ccc2c(Cl)c(C(COC(C)=O)OC(C)=O)c(=O)oc2c1 (stereo unspecified) | 2
CCOc1ccc(S(=O)(=O)N2CCC(N3CCN(Cc4ccc(F)cc4)C(=O)C3=O)CC2)cc1 | -7
O=C(c1ccc2c(c1)OCO2)c1cn(Cc2ccc(Cl)cc2)c2ccc(F)cc2c1=O | -2
COc1ccc(C(=O)CC=Nc2ccc(Cl)c(Cl)c2)cc1OC | 1
c1nc(N2CCOCC2)c2c3c(sc2n1)CCCCC3 | 1
CCN=C(Nc1ccc(C)c(Cl)c1)SC1CC(=O)N(c2ccc(Br)cc2)C1=O (stereo unspecified) | -8
COc1ccc(CCNC(=O)Cn2ncc3c(=O)oc4ccccc4c32)c(OC)c1 | -6
COC(=O)C1CCCCN1Cc1ccc2c(c1)CN(Cc1ccc(Sc3nncn3C)o1)CCO2 (stereo unspecified) | 13
CCOc1ccc(/C=N/NC(=O)c2c(-c3ccccc3)noc2C)cc1 | 4
CCC(=O)c1ccc(OCc2ccc(C(=O)OC)cc2)cc1OC | -8
Cc1cc(C)cc(NC(=O)C2CCCN(c3cnccn3)C2)c1 (stereo unspecified) | -1
CCOc1ccc(NC(=O)N2CCN(Cc3ccc(Cl)cc3)CC2)cc1 | 6
Cn1nccc1C(=O)N1CCCC(CO)(Cc2ccc(F)cc2)C1 (stereo unspecified) | 0
COc1ccc(OCCn2c(=N)n(CCc3ccccc3)c3ccccc32)cc1 | 1
COCc1ccc(C(=O)NCc2cccnc2Oc2ccc(C)nc2)o1 | 0
Cc1cccc(Cc2c(C)nc3nc(SCc4ccccc4Cl)nn3c2C)c1 | 6
CCCSC1=NC(=O)C2C(=NC(=O)CC2c2cccc(F)c2F)N1C (stereo unspecified) | -3
COc1ccc(-c2cc(C(F)(F)F)n3nc(C(=O)N4CCCCCC4)cc3n2)cc1 | 8
Cc1ccc(C(=O)Cn2cnc3ccccc3c2=O)cc1 | -3
CC1=N/C(=C/c2ccc(Cl)cc2)C(=O)O1 | 2
O=C1CCC(C(=O)N2CCN(CCO)CC2)CN1CCc1ccc(Cl)cc1 (stereo unspecified) | -8
N#CC1C(=N)Oc2ccc(N)cc2C1c1cccc(I)c1 (stereo unspecified) | -2
CC(C)N1CCC(N2CCCC(C(=O)NCc3ccc(F)c(F)c3)C2)CC1 (stereo unspecified) | 3
CCc1cccc(OCC(=O)Nc2ccc(S(=O)(=O)Nc3cc(C)nc(C)n3)cc2)c1 | 1
COc1ccc(CCN2CCCC(CN(C)Cc3csc(C(C)=O)c3)C2)cc1 (stereo unspecified) | 5
Cc1c(NC(=O)CN(C)C2CCCCC2)c(=O)n(-c2ccccc2)n1C | -1
COC(=O)CSc1nc2sc3c(c2c(=O)n1-c1ccc(OC)cc1)CCCC3 | -5
CSC1CCCCC1(O)CSc1nc(-c2ccccc2)cc(-c2ccccc2)c1C#N (stereo unspecified) | 6
CCCOC(=O)c1c(NC(=O)c2nc3ncccn3n2)sc(C(=O)OCC)c1C | 0
COc1ccccc1Cn1cc(C(=O)c2ccc(Cl)cc2)c(=O)c2ccccc21 | -6
CCOc1ccc(OCc2ccc(C(=O)Nc3ccc(Cn4nc(C)cc4C)cc3)cc2)cc1 | -8
CCn1c(C)c(C2N3CC4(C)CN2CC(C)(C3)C4=O)c2ccccc21 (stereo unspecified) | -7
COc1ccc2c(CSc3ccccc3)cc(=O)oc2c1 | -2
COc1ccc(N(CC(=O)NCCSCc2ccccc2)S(C)(=O)=O)cc1OC | 17

Part of the list above in another layout:
| RBX1-CUL1 inh | canonical_smiles |
| --- | --- |
| 6 | CCOc1ccc(NC(=O)N2CCN(Cc3ccc(Cl)cc3)CC2)cc1 |
| 0 | Cn1nccc1C(=O)N1CCCC(CO)(Cc2ccc(F)cc2)C1 (stereo unspecified) |
| 1 | COc1ccc(OCCn2c(=N)n(CCc3ccccc3)c3ccccc32)cc1 |
| 0 | COCc1ccc(C(=O)NCc2cccnc2Oc2ccc(C)nc2)o1 |
| 6 | Cc1cccc(Cc2c(C)nc3nc(SCc4ccccc4Cl)nn3c2C)c1 |
| -3 | CCCSC1=NC(=O)C2C(=NC(=O)CC2c2cccc(F)c2F)N1C (stereo unspecified) |
| 8 | COc1ccc(-c2cc(C(F)(F)F)n3nc(C(=O)N4CCCCCC4)cc3n2)cc1 |
| -3 | Cc1ccc(C(=O)Cn2cnc3ccccc3c2=O)cc1 |
| 2 | CC1=N/C(=C/c2ccc(Cl)cc2)C(=O)O1 |
| -8 | O=C1CCC(C(=O)N2CCN(CCO)CC2)CN1CCc1ccc(Cl)cc1 (stereo unspecified) |
| -2 | N#CC1C(=N)Oc2ccc(N)cc2C1c1cccc(I)c1 (stereo unspecified) |
| 3 | CC(C)N1CCC(N2CCCC(C(=O)NCc3ccc(F)c(F)c3)C2)CC1 (stereo unspecified) |
| 1 | CCc1cccc(OCC(=O)Nc2ccc(S(=O)(=O)Nc3cc(C)nc(C)n3)cc2)c1 |
| 5 | COc1ccc(CCN2CCCC(CN(C)Cc3csc(C(C)=O)c3)C2)cc1 (stereo unspecified) |
| -1 | Cc1c(NC(=O)CN(C)C2CCCCC2)c(=O)n(-c2ccccc2)n1C |
| -5 | COC(=O)CSc1nc2sc3c(c2c(=O)n1-c1ccc(OC)cc1)CCCC3 |
| 6 | CSC1CCCCC1(O)CSc1nc(-c2ccccc2)cc(-c2ccccc2)c1C#N (stereo unspecified) |
| 0 | CCCOC(=O)c1c(NC(=O)c2nc3ncccn3n2)sc(C(=O)OCC)c1C |

(continued)
SMILES | RBX1-CUL1 inh
COc1cc(C=C2C(=O)c3ccccc3C2=O)ccc1Oc1ccc([N+](=O)[O-])cn1 | -1
COc1cc(/C=C2\SC(=Nc3ccccc3C(F)(F)F)NC2=O)cc(OC)c1OC(C)=O | 8
O=C(NCC1CCCN(Cc2cccc3c2OCO3)C1)c1cc2ccccc2[nH]1 (stereo unspecified) | -4
CN1C(=S)N(c2ccccc2)C(=O)/C1=C/c1ccc2c(c1)OCO2 | 2
CCc1ccc(NC(=O)c2cc3ccccn3n2)cc1 | -1
COC(C(=O)N1CCC(CCC(=O)NCc2ccc(F)cc2)CC1)c1ccccc1 (stereo unspecified) | 0
CCOc1ccc(NC(=O)Cc2ccccc2F)cc1 | -6
COc1cc(NC(=O)C2=CC(c3ccco3)=NS(=O)(=O)N2C)cc(OC)c1OC | -8
COc1ccc(C(CN2CCCCC2)c2nc(-c3ccccc3)nn(CN3CCCCC3)c2=O)cc1 (stereo unspecified) | 1
COc1ccc(-c2ccc(OC)c(OC)c2OC)c(OC)c1OC | -5
CNC(=O)C1C=Nc2ccc(S(=O)(=O)Nc3cccc(Cl)c3C)cc2C1=O (stereo unspecified) | 1
CCOC(=O)N1CCN(Cc2nc3cc(NC(=O)CC)ccc3n2C(C)C)CC1 | -2
CCOC(=O)c1cc(-c2ccc(OC)c(S(=O)(=O)Nc3ccc(OC)cc3OC)c2)on1 | -2
CCc1cc2c(=O)[nH]c(CC(N)=O)nc2s1 | 3
C=CCNC(=O)c1ccccc1NC(=O)CN(c1ccc(Br)cc1)S(=O)(=O)c1ccccc1 | 7
COc1ccc(NC(=O)c2cc(-c3ccc(OC)cc3)nc3ccccc23)cc1 | -5
CCc1ccc(NC(=O)CSc2nnc(-c3ccc(NC(=O)c4ccc(C)cc4)cc3)n2C)cc1 | 7
O=C(Nc1ccc(Cl)c(C(F)(F)F)c1)c1ccc(COc2ccc(Cl)cc2Cl)cc1 | -10
COc1ccc(Br)cc1C(=O)Nc1ccccc1N1CCCC1 | 1
CCOc1cc(CC2=NC(=O)N(Cc3ccccc3)C2=O)ccc1OCc1ccc(F)cc1 | -8
CCc1ccc(/C=C(/C#N)C(=O)Nc2ccccc2)s1 | 3
CC1Cc2ccccc2N1S(=O)(=O)c1nnc(NC(=O)c2ccccc2Br)s1 (stereo unspecified) | -11
CCc1ccc(Oc2coc3cc(OC(=O)c4cc(OC)cc(OC)c4)ccc3c2=O)cc1 | 1
COc1ccccc1N=c1oc2ccccc2cc1-c1nc2ccccc2[nH]1 | 5
FC(F)(F)c1ccc(-c2cccc(-c3ccn[nH]3)c2)cn1 | 2
COC(=O)C1=C(C(=O)OC)SC(=C2C(=S)C(C)(C)N(C(=O)c3cccnc3)c3ccc(C)cc32)S1 | -2
COCCn1c(=O)[nH]c2cc(C(=O)NCc3ccccc3Cl)ccc2c1=O | -10
O=C(O)c1ccccc1NS(=O)(=O)c1ccc(F)c(Cl)c1 | -3
Cc1cccc(Nc2nnc(-c3ccc(C)c(S(=O)(=O)NCC4CCCO4)c3)c3ccccc23)c1 (stereo unspecified) | 14
Cc1cccc(N(CC(=O)N2CCCCCC2)S(C)(=O)=O)c1C | 5
NC(=O)c1c(NC(=O)c2cccnc2)sc2c1CCCCCC2 | -8
O=C(COCc1cc(-c2ccc3c(c2)OCO3)on1)N1CCN(c2ccccc2)CC1 | -8
CC1CCc2c(sc(NC(=O)C3c4ccccc4Oc4ccccc43)c2C(=O)OC(C)C)C1 (stereo unspecified) | 0
Cn1c(=O)c2c(-c3ccccc3)n3c4ccccc4nc(-c4ccccc4)c3c2n(C)c1=O | 8
CN1CCN(CC(O)COC2CC3CCC2(C)C3(C)C)CC1 (stereo unspecified) | -9
CCOC(=O)c1cnc2cc(C(F)(F)F)ccc2c1N1CCN(c2cccc(Cl)c2)CC1 | 1
CC(C)(C)CN1CCC(C2CCN(C(=O)c3csnn3)CC2)C1 (stereo unspecified) | -12
COc1ccc(Cl)cc1NC(=O)/C(C#N)=C/c1coc2ccc(C)cc2c1=O | 0
COc1cccc(Cn2c(C)c(CNC3CCCCC3)c(C(=O)O)c2C)c1 | -3
Cc1ccc(CS(=O)(=O)Nc2ccccc2Cl)cc1 | 3
CCOc1ccc(-c2[nH]nc3c2C2(C(=O)N(CC(=O)OC)c4ccccc42)C(C#N)C(=N)O3)cc1OC (stereo unspecified) | 7
CC(c1nccs1)N(C)C(=O)c1coc(COc2ccccc2F)n1 (stereo unspecified) | -4
O=C(O)c1cc2c(s1)CCCCC2 | -14
Cc1ccc2oc(C(=O)N(Cc3ccc(Cl)cc3)C3CCS(=O)(=O)C3)c(C)c2c1 (stereo unspecified) | 7
COc1cc(NC(=S)N2CCN(c3ccc(F)cc3)CC2)c(OC)cc1Cl | -1
O=C1CC(=NCc2ccccc2)N=C2SCCCN12 | -5
COc1cccc(CNC(=O)c2cc(S(=O)(=O)N3CCCCCC3)cn2C)c1 | -2
Cc1csc(CNc2nncc(-c3cccc4ccccc34)n2)n1 | 5
Cc1nc2cc(OCc3nc(C(=O)N4CCSCC4)co3)ccc2s1 | 0
COCCN1C(=O)CC(CC(=O)NCCc2ccc(OC)c(OC)c2)(c2ccccc2C)C1=O (stereo unspecified) | 2
CCOc1ccc(OC(=O)c2cn(-c3ccc(C)cc3)c(=O)c3ccccc23)cc1 | -8
O=C1OC(C(=O)Nc2cccc(Br)c2)Cc2ccccc21 (stereo unspecified) | 4
Cc1ccc(SCCNC(=S)NC2CCCC2)cc1 | 4
CCC1=Nc2ccccc2[C@]23OC(C(C)C)[C@](c4ccccc4)(CNN12)O3 (stereo partly specified) | -8
COC(=O)C(Cc1c[nH]c2ccccc12)NC(=O)C(Cc1c[nH]c2ccccc12)NC(=O)C12CC3CC(CC(C3)C1)C2 (stereo unspecified) | -2
CCCN1CCC(NC(=O)C(C)Oc2ccc(F)cc2F)CC1 (stereo unspecified) | -2
CCC1(CC)C(=O)N(C)C(=O)N=C1N(C)C | 3
CC1CCN(S(=O)(=O)c2ccc3c(c2)CCN3C(=O)Nc2ccccc2Br)CC1 | 3
FC(F)(F)c1cnc(Sc2nc3ccccc3s2)c(Cl)c1 | 0
CCOC(=O)c1[nH]c(C)c(CCC(=O)NCc2ccc(C)cc2)c1C | 16

Following part.
SMILES | RBX1-CUL1 inh
CSc1ncc(Cl)c(C(=O)Nc2ccncc2)n1 | -4
Cc1nn2c3c(cnc2c1-c1ccc(Cl)cc1)C(=O)CC(c1ccc(C(C)C)cc1)C3 (stereo unspecified) | -4
Cc1ccn2c(C(=O)N/N=C\c3ccccc3[N+](=O)[O-])c(C)nc2c1 | -6
C=Cc1ccc(Cn2nc(-c3ccc(C)cc3)ccc2=O)cc1 | -2
Cc1ccc(OCC(=O)N2CCN(c3ccc(F)cc3)CC2)cc1C | 2
CCN(CC)CCNc1nc(=O)[nH]nc1C | 7
Cc1cccc(CNC(=O)C2CCN(Cc3ccccc3)CC2)c1 | 6
O=C(O)C(=C1CCC1)c1ccccc1 | 8
NC(=O)COc1ccc(/C=N/NC(N)=O)cc1 | 8
COc1ccc(Nc2oc(-c3ccc(COc4ccc(OC)cc4)o3)nc2C#N)cc1 | -4
O=C(c1ccc2c(c1)OCCO2)N(Cc1cccnc1)c1nc2ccc(Cl)cc2s1 | -1
O=S(=O)(c1ccc(F)c(F)c1)N1CCOCC1 | 16
C/C=C/CN1N=C(C)Cn2c1nc1c2c(=O)n(CCC)c(=O)n1C | 10
N#CC1C(=N)C(C#N)(C#N)[C@H](c2ccc(F)c(F)c2)[C@H]2CCCC=C12 (stereo partly specified) | 7
O=C(OC(C(=O)c1ccccc1)c1ccccc1)c1ccc(Br)o1 (stereo unspecified) | 2
OC(COCc1ccc(Cl)cc1)CN1CCN(Cc2ccc3c(c2)OCO3)CC1 (stereo unspecified) | 9
Cc1cccc(N2CCN(S(=O)(=O)N(C)C)CC2)c1C | 6
Cc1cccc(C(=O)Nc2cc3c(cc2N2CCOCC2)n(C)c(=O)n3C)c1 | -1
NC(=O)c1cc(N2C(=O)C3C4c5ccccc5C(c5ccccc54)C3C2=O)ccc1Cl (stereo unspecified) | -3
O=C1NC(=S)N(c2cccc(F)c2)C(=O)C1C=NCCc1c[nH]c2ccccc12 (stereo unspecified) | -1
CN(C)c1ccc(CNC(C)(C)CO)cc1 | 6
C=CCNc1nnc(-c2ccc(Cl)cc2)s1 | 9
